# TDP1 block – blocks human tyrosyl-DNA phosphodiesterase 1. Potency, µM (titrated, usually from 130 µM), inactives show top-dose activity change, negative = inhibition, usual class: inhibitors. recombinant TDP1, AlphaScreen DNA substrate cleavage. 350,000 tested, 0.28% active. AID 485290; further: nearly all actives have a fitted effect of over 40% in size
# Target sequence (Q9NUW8 whole entry, looked up): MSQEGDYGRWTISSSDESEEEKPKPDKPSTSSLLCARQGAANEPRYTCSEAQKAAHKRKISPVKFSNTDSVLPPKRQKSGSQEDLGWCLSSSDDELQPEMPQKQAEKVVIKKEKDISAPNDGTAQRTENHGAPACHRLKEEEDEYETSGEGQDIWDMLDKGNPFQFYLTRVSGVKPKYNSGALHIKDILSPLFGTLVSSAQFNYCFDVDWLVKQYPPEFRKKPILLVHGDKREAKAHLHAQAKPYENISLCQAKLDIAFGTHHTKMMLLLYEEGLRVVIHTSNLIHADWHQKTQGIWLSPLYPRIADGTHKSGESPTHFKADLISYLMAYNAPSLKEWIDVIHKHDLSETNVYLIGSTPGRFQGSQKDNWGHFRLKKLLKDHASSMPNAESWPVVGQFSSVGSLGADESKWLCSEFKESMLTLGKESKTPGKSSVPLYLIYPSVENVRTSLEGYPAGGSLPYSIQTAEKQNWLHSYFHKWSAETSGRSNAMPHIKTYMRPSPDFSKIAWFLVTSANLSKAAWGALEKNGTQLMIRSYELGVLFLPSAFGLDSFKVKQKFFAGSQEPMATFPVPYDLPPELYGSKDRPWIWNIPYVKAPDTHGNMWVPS
#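 Tdp1 1 nM final; 15 min RT w/ cpd; substrate 15 nM, 5 min; beads 10 ug/ml, 10 min; AlphaScreen read. Neg ctrl: no enzyme.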
# TDP1 cell noCPT – qHTS for Inhibitors of human tyrosyl-DNA phosphodiesterase 1 (TDP1): qHTS in cells in absence of CPT; DT40 Tdp1-/- hTDP1 cells, no CPT, ATP luminescence, 48 h; 420,000 tested, 15% active; Potency, µM (highest dose often 46.2 µM), for the others: at the top dose activity change, negative = growth inhibition, most hits filed as inhibitors; AID 686978, 2013; further: nearly all actives have a fitted effect of over 55% in size
#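 Growth kinetics read by CellTiter-Glo luminescence after ≥48 hr at 37 °C. Cells: DT40 Tdp1-/- stably carrying human TDP1, 400 per well, compound exposure in the absence of CPT (DMSO vehicle).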
# GCN5L2 inh – inhibitors of human GCN5L2 histone acetyltransferase; Q92830; GCN5L2 HAT assay, ThioGlo1 CoA-SH fluorescence; Potency, µM (highest dose often 58.9 µM), for the others: at the highest dose activity change, negative = inhibition, actives largely listed as inhibitors; 390,000 tested, 0.21% active; AID 504327
#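 Free CoA generated was detected with ThioGlo1 (50uM) fluorescence at Ex340nm/Em540nm, read immediately and after 20 min at room temperature. Enzyme, 20 nM in HEPES pH 7.5 buffer, saw compounds 15 min before adding 75uM H3(1-25) peptide and 70uM acetyl-CoA.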
# Active calls of the source: *; ? = inconclusive; . = not tested or not shown; & = joins results of further samples. The call rests on the fitted dose curve; in most records, active means well fitted curve in the direction sought with a large enough effect; inconclusive means small, poorly fitted or top-dose-only effect, or another doubt; inactive means no such curve, though single readings can be large; an effect the other way counts as inactive or inconclusive. On the % scale 0 is the no-effect control and ±100 the full control effect; potency means the concentration at half of the fitted maximal effect.
SMILES,TDP1 block,TDP1 cell noCPT,GCN5L2 inh
COc1ccc(CCNCc2csc3nc4ccccc4n23)cc1OC,7%,9.2µM*,-4%
CN1CCC(=NOc2ccc([N+](=O)[O-])cc2)CC1,-3%,-30%,3%
CN(CC(=O)Nc1cccc(F)c1)C(=O)c1cccc2ccccc12,0%,-15%,0%
Cc1ccc(COCCN2CCN(S(=O)(=O)c3ccccc3)CCC2=O)cc1,.,-27%,-13%
Cc1ccccc1NCC(=O)N/N=C\c1ccc2c(c1)OCO2,2%,?,-4%
O=C(Nc1ccccc1F)c1ccc2c(c1)CCN2S(=O)(=O)c1ccccc1,1%,-28%,-5%
CCOC(=O)c1c(-c2ccccc2)c2cc(OC)ccc2n1CCCN(C)C,.,?,1%
CC1CCN(C(=O)c2ccc(CSc3nc4ccncc4n3Cc3ccc(F)cc3)cc2)CC1,5%,?,-1%
CCOCCCNC(=O)CNC(=S)N(Cc1ccccc1F)C1CCCCC1,4%,-29%,0%
Cc1c(CNC2CCCCCC2)c(C(=O)O)c(C)n1Cc1ccc(F)cc1,3%,-11%,3%
C=CCCCCc1nc2ccccc2c(=O)n1N,-6%,-24%,0%
CCOc1ccc(CCNC(=O)c2cc3cc4ccc(OC)cc4nc3s2)cc1OCC,2%,?,-8%
C/C(=N/NS(=O)(=O)c1ccc(Br)cc1)c1c[nH]c2ccccc12,4%,-26%,-12%
CCC(C)NC(=O)Cn1cnc2sc(C)c(S(=O)(=O)N3CCN(c4ccccc4OC)CC3)c2c1=O (stereo unspecified),-3%&6%,-29%&-20%,-2%&0%
CC(C)CCNC(=O)C1CC(c2ccccc2C(F)(F)F)=NO1 (stereo unspecified),-1%,-25%,-13%
COc1ccc(OC)c(NC(=O)Cc2c(C(=O)O)n(C)c3ccccc23)c1,.,-2%,33%
Cc1cc(/C=C2\SC(=O)N(C)C2=O)c(C)n1-c1cccc(C(=O)O)c1,.,9%,-11%
Cc1ccn2c(NC(=O)C(C)(C)Oc3ccc(Cl)cc3)c(-c3cccs3)nc2c1,5%,18µM*,-2%
COc1ccc(C2CC(C(F)(F)F)n3nc(C(=O)N(C)Cc4cn(C)nc4C)c(Cl)c3N2)cc1 (stereo unspecified),0%,18µM*,-1%
Cc1ccc(C2CC(=O)c3cnc(N4CC(C)CC(C)C4)nc3C2)cc1 (stereo unspecified),3%,.,2%
CCOC(=O)c1c(C)n(C)c2ccc(OC(=O)c3ccc(N4C(=O)CCC4=O)cc3)cc12,0%,-25%,0%
O=C(C[N+]1(CC#Cc2ccccc2)CCCCC1)c1ccc(Cl)cc1,2%,3.7µM*,-10%
Cc1ccc(Oc2ncc(CN3CCOCC3)s2)cc1,0%,6%,-14%
CC(=O)Nc1nc2cc3c(cc2s1)OCO3,4%,15µM*,-9%
O=C1NC(c2ccccc2)=C(c2ccc3ccccc3n2)C(c2ccncc2)N1 (stereo unspecified),7%,-2%,-12%
Cc1nc(-c2ccccc2)nc(-c2ccccc2)n1,-11%,-23%,-3%
CCOC(=O)c1ccc(S(=O)(=O)N(CCO)Cc2cc3cc(OC)c(OC)cc3[nH]c2=O)cc1,2%,-29%,-1%
COc1ccc(CCNC(=S)Nc2cccc(C)c2)cc1,-2%,16µM*,10%
Cc1cc(C(=O)NCC(=O)OC(C(=O)Nc2cc(C(F)(F)F)ccc2Cl)c2ccccc2)ccc1[N+](=O)[O-] (stereo unspecified),5%,-4%,-10%
Cc1ccc2ncnc(Nc3cccc([N+](=O)[O-])c3)c2c1,.,?,-1%
COc1ccccc1NC(=S)N1CCC(c2nc3cc(C)c(C)cc3[nH]2)CC1,9%,?,-2%
CN(C(=O)CSc1nnc(-c2cccnc2)n1-c1ccccc1F)C1CCS(=O)(=O)C1 (stereo unspecified),-3%,2%,-15%
CCOC(=O)CCNC(C)C1COc2ccccc2O1 (stereo unspecified),-10%,-17%,2%
CO/N=C\C(=N\Nc1ccc(OC)cc1)C(=O)c1ccccc1,4%,?,-8%
CS(=O)(=O)N1CCN(c2nc(-c3cccs3)nc3ccccc23)CC1,2%,11µM*,.
CCCc1cc(N2CCN(c3cc(Cl)ccc3C)CC2)n2cnnc2n1,7%,5.2µM*,-16%
CCCCCC(=O)NNC1CC(=O)N(c2ccccc2)C1=O (stereo unspecified),5%,-6%,2%
COc1cc(OC)cc(C(=O)N2CCN(S(=O)(=O)c3ccc(Cl)s3)CC2)c1,2%,-15%,-4%
O=c1[nH]c(C2CCCCC2)nc2ccccc12,5%,0%,-1%
Cc1ccc(S(=O)(=O)N2CCN(C(=O)N3CCOCC3)CC2)c(C)c1,.,7%,-1%
CCOc1ccc(C(=O)c2oc3ccccc3c2NC(=O)c2cc(=O)c3ccc(C)cc3o2)cc1,7%,-16%,-9%
O=C(Oc1nsnc1N1CCOCC1)N1CCOCC1,4%,-5%,-12%
CCC12CN(C(=O)c3ccco3)CC(CC)(CN(C(=O)c3ccco3)C1)C2=O,4%,-1%,1%
N#CC1CC(c2ccccc2)=NN1c1ccccc1[N+](=O)[O-] (stereo unspecified),3%,-15%,2%
CCOC(=O)CCN(Cc1ccccc1)S(=O)(=O)c1csc(C(N)=O)c1,-3%&3%,-16%&-16%,-20%&5%

# In another format: 21 of the compounds above
molecule	TDP1 block	TDP1 cell noCPT	GCN5L2 inh
O=C1NC(c2ccccc2)=C(c2ccc3ccccc3n2)C(c2ccncc2)N1 (stereo unspecified)	7%	-2%	-12%
Cc1nc(-c2ccccc2)nc(-c2ccccc2)n1	-11%	-23%	-3%
CCOC(=O)c1ccc(S(=O)(=O)N(CCO)Cc2cc3cc(OC)c(OC)cc3[nH]c2=O)cc1	2%	-29%	-1%
COc1ccc(CCNC(=S)Nc2cccc(C)c2)cc1	-2%	16µM*	10%
Cc1cc(C(=O)NCC(=O)OC(C(=O)Nc2cc(C(F)(F)F)ccc2Cl)c2ccccc2)ccc1[N+](=O)[O-] (stereo unspecified)	5%	-4%	-10%
Cc1ccc2ncnc(Nc3cccc([N+](=O)[O-])c3)c2c1	.	?	-1%
COc1ccccc1NC(=S)N1CCC(c2nc3cc(C)c(C)cc3[nH]2)CC1	9%	?	-2%
CN(C(=O)CSc1nnc(-c2cccnc2)n1-c1ccccc1F)C1CCS(=O)(=O)C1 (stereo unspecified)	-3%	2%	-15%
CCOC(=O)CCNC(C)C1COc2ccccc2O1 (stereo unspecified)	-10%	-17%	2%
CO/N=C\C(=N\Nc1ccc(OC)cc1)C(=O)c1ccccc1	4%	?	-8%
CS(=O)(=O)N1CCN(c2nc(-c3cccs3)nc3ccccc23)CC1	2%	11µM*	.
CCCc1cc(N2CCN(c3cc(Cl)ccc3C)CC2)n2cnnc2n1	7%	5.2µM*	-16%
CCCCCC(=O)NNC1CC(=O)N(c2ccccc2)C1=O (stereo unspecified)	5%	-6%	2%
COc1cc(OC)cc(C(=O)N2CCN(S(=O)(=O)c3ccc(Cl)s3)CC2)c1	2%	-15%	-4%
O=c1[nH]c(C2CCCCC2)nc2ccccc12	5%	0%	-1%
Cc1ccc(S(=O)(=O)N2CCN(C(=O)N3CCOCC3)CC2)c(C)c1	.	7%	-1%
CCOc1ccc(C(=O)c2oc3ccccc3c2NC(=O)c2cc(=O)c3ccc(C)cc3o2)cc1	7%	-16%	-9%
O=C(Oc1nsnc1N1CCOCC1)N1CCOCC1	4%	-5%	-12%
CCC12CN(C(=O)c3ccco3)CC(CC)(CN(C(=O)c3ccco3)C1)C2=O	4%	-1%	1%
N#CC1CC(c2ccccc2)=NN1c1ccccc1[N+](=O)[O-] (stereo unspecified)	3%	-15%	2%
CCOC(=O)CCN(Cc1ccccc1)S(=O)(=O)c1csc(C(N)=O)c1	-3%&3%	-16%&-16%	-20%&5%

# Next records
SMILES,TDP1 block,TDP1 cell noCPT,GCN5L2 inh
C1CN(c2nc3nonc3nc2N2CCOCC2)CCO1,1%,.,-4%
O=c1c(C(c2ccc(Cl)cc2)c2c(O)nc3n(c2=O)CCCS3)c(O)nc2n1CCCS2,-1%,-16%,-5%
COc1cc(OC)cc(-c2c(C#Cc3ccsc3)c3cc(-c4ccc(OC)c(OC)c4)ccc3n2C)c1,-1%,-15%,-12%
O=C(COC(=O)CCC1CCCC1)NCc1ccc(Cl)cc1,6%,5%,-1%
CCOC(=O)CNc1nc(C(C)(C)C)nc2c1nnn2Cc1ccccc1Cl,2%,26µM*,-6%
Cc1ccc(C2=NN(CCC(=O)NCc3ccc4c(c3)OCO4)C(=O)CC2)cc1,4%,?,4%
COCCN(C(=O)c1cc(S(=O)(=O)N2CCCCC2)ccc1Cl)c1c(N)n(CC(C)C)c(=O)[nH]c1=O,-4%,-8%,-12%
CNC1(c2nnnn2-c2c(C)cccc2C)CCOC(C)(C)C1 (stereo unspecified),1%,16%,-3%
O=C(NCc1ccco1)/C(=C/c1ccccc1F)NC(=O)c1ccccc1,1%,21%,-4%
Cc1c(NC(=O)COC(=O)c2ncc(Cl)c(Cl)c2Cl)c(=O)n(-c2ccccc2)n1C,-15%,-5%,-3%
CSc1nsc(N/N=C/c2ccccc2)c1C#N,5%,?,-8%
COc1ccccc1CNC(=O)CSc1ccc(-c2sc(-c3ccccc3)nc2C)nn1,0%,18µM*,-8%
Cc1cc2ccccn2c1C(=O)c1cc([N+](=O)[O-])cc([N+](=O)[O-])c1,8%,-23%,-7%
CCOC(=O)C(NC(=O)CCC(=O)Nc1ccc(S(N)(=O)=O)cc1)C(O)c1ccccc1 (stereo unspecified),-3%,-4%,-1%
O=C(NCCCCCCNC(=O)OCCO)OCCO,3%,12%,-3%
Cc1ccc(-n2nc(C)c(/C=N/n3c(C)n[nH]c3=S)c2Cl)cc1,3%,?,-9%
c1ccc(CSc2ccc(-c3cccs3)nn2)nc1,4%,?,-5%
CCN1CCN(C(=O)c2nn(-c3ccccc3)c(=O)c3ccccc23)CC1,2%,1%,-2%
COC(=O)c1cc(NC(C)=O)ccc1N1CCOCC1,5%,5%,-7%
C[C@@H]1CN([C@@H](C)CO)C(=O)c2cc(NC(=O)C3CC3)ccc2O[C@H]1CN(C)C,-2%,-13%,4%
C[C@H](CO)N1C[C@H](C)[C@@H](CN(C)C(=O)NC2CCCCC2)Oc2c(NC(=O)C3CCCCC3)cccc2C1=O,1%,-16%,1%
O=C(NCc1ccccc1F)C1CC(=O)N(c2ccc3c(c2)OCCO3)C1 (stereo unspecified),.,6%,0%
COc1ccc(CC(=O)Nc2ccc(C)cc2O)cc1S(=O)(=O)N1CCOCC1,0%,-8%,-10%
CCOc1ccc(-c2ccc(NS(=O)(=O)c3cc([N+](=O)[O-])c(C)c([N+](=O)[O-])c3)cc2)nn1,8%,1%,-2%
CCOc1cc2nc(-c3ccc(OC)c(OC)c3)nc(NCCCN3CCOCC3)c2cc1OC,2%,21µM*,-8%
Cc1ccc(C)c(NC(=O)NNC(=O)c2cc3occc3[nH]2)c1,3%,-4%,-1%
Cc1ccc(CN2C(=O)N/C(=C\c3cccn3-c3cccc(C(=O)O)c3)C2=O)cc1,0%,7.3µM*,?
C=CCNC(=O)COC(=O)c1nc2nccc(C)n2n1,-5%,13%,-3%
C/C(=N\NC(=O)c1ccc(Cn2cc(Br)cn2)o1)c1cccc(NC(=O)C(C)C)c1,5%,?,-1%
CCCN1CNc2c(c(=O)[nH]c(=S)n2CCc2ccc(OC)c(OC)c2)C1,3%&2%,-23%&-9%,3%
COc1cccc2c(N/N=C/c3ccccc3)cc(C)nc12,.,0%,-5%
O=C1CCc2cc(S(=O)(=O)NC3CCCCC3)ccc2N1,1%,-11%,-4%
Cc1cc(C)cc(N(CC(=O)N2CCc3ccccc32)S(=O)(=O)c2c(C)noc2C)c1,-7%,?,-12%
CCN(CC(=O)Nc1ccc(NC(C)=O)cc1)C(=O)c1ccccc1Sc1ccccc1C#N,-1%,?,-4%
O=C(/C=C/c1ccc([N+](=O)[O-])s1)N1CCCC1,6%,10µM*,-5%
COc1ccc(Cl)cc1C(=O)NC(=S)Nc1ccccc1N1CCOCC1,4%,-17%,?
CCCN1C(=O)SC(CC(=O)Nc2ccc(C)cc2)C1=O (stereo unspecified),-7%,?,-2%
CCSc1nnc(NC(=O)c2nc3nc(C)cc(C)n3n2)s1,8%,-4%,-11%
NC(=S)NNC(=O)COc1ccccc1O,6%,-6%,-2%
CC1CCC(C(C)C)C(OCC(O)CNC(C)C)C1 (stereo unspecified),.,?,20%
Cn1nccc1NC(=O)CC(CC(=O)O)c1ccccc1 (stereo unspecified),5%,2%,-5%
O=C(NC1(C(F)(F)F)C(=O)Nc2c1c(=O)[nH]c(=O)n2-c1ccc(F)cc1)c1cccnc1 (stereo unspecified),4%,19%,-11%
c1csc(COc2ccccc2CNC2CCCCC2)c1,5%,?,-15%

# This is a subset; rates above refer to the full screens.
